NF-kB neuron act = activators of NF-kB expression in neurons, primary screen, cell-based, HTS; fold change at 12.5 µM; AID 1239, 2008; actives 1.6% (n = 190,000); human neuronal cells, NF-kB reporter expression; hits give high values; in the data active means fold change above about 3.3
Diaph act CS = compounds boosting diaphorase resazurin reduction – biochemical, uHTS, resorufin fluorescence, counter-screen for diaphorase-coupled primary assays, primary screen. actives 0.005% (n = 190,000). AID 1229, 2008. Diaphorase/resazurin coupled assay, 16 min; hits give high values; 1 = vehicle wells, 0 = NADH-free wells. activation factor at 20 µM;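 active means diaphorase activity raised at least twofold by the compound at 20 µM; inactive means activation factor below 2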
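Material: Clostridium kluyveri diaphorase, purified enzyme; Quantity: enzyme 0.07 U/mL final; Medium: HEPES pH 7.4 buffer with MgCl2 and Tween 20; Dosing: single compound dose of 20 µM, 1% DMSO final; Schedule: 16 min reaction at room temperature; Measured by: red resorufin fluorescence at 544/590 nm excitation/emission.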
APP 5'UTR act = activators of APP 5'UTR luciferase reporter, primary screen, SH-SY5Y cells; SH-SY5Y APP 5'UTR luciferase reporter, luminescence; zero percent = DMSO vehicle wells; activation, % at 2 µM; actives 1% (n = 190,000); AID 1276, 2008;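 active means activation above a set limit, based on mean plus 3 SD of controls, cut at about 140% in these data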; further: values of inactives mirror those of a sister screen read the other way
G6PDH counter = L. mesenteroides G6PDH inhibitors, counter-screen for G6PDH-coupled screening assays, biochemical, Leuconostoc mesenteroides enzyme; inhibition, % at 5 µM; actives 0.12% (n = 200,000); Purified L. mesenteroides G6PDH, diaphorase/resazurin coupled fluorescence, 45 min; glucose-6-phosphate dehydrogenase [Leuconostoc mesenteroides]; AID 1020, 2008; in the data active means inhibition above about 50%
TLR4-MyD88 BLA = inhibitors of TLR4-MyD88 association in cells, primary screen, cell-based, HeLa CL3-4, BLA complementation, FRET ratio | Toll-like receptor 4 (Homo sapiens) + Myeloid differentiation primary response protein … | HeLa CL3-4 TLR4/MyD88 BLA complementation | inhibition, % at 8.4 µM | actives 0.18% (n = 200,000); in the data active means inhibition above about 25%;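 further: 0% = vehicle and 100% = reference inhibitor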
Diaphorase inh = diaphorase inhibitors and chemical oxidizers, primary screen, counter-screen for diaphorase-coupled primary assays, biochemical, uHTS, resorufin fluorescence | diaphorase resazurin-to-resorufin fluorescence, NADH, 16 min; bacterial (C. kluyveri) enzyme, not human | inhibition, % at 20 µM | actives 0.69% (n = 190,000);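 active means primary screen inhibition at 20 µM above a set limit, cut at about 50% in these data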;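 further: plate controls were DMSO with full reaction for no effect and wells lacking NADH for full effect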
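System: Diaphorase enzyme from Clostridium kluyveri | Amount: Enzyme working solution with 0.14 U/mL diaphorase | Benchmarks: No-NADH positive control and DMSO neutral control | Signal: Fluorescence of resorufin formed from resazurin, Ex 544/Em 590 nm | Schedule: 16-min room-temperature incubation before reading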
STAT1 act = STAT1 signaling activators, primary screen, cell-based, HTS, luciferase reporter. NIH 3T3 STAT1-luciferase reporter, IFN-gamma, luminescence; 100% = IFN-gamma alone, no compound. activation (% of control), % at 5.5 µM. actives 2.6% (n = 200,000);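 active means activation above the screen-wide mean activation plus 3 SD, cut at about 130% in these data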;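 further: raw ratio to IFN-gamma control signal so 100% means no change and 0% no light; values of inactives mirror those of a sister screen read the other way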
APP 5UTR inh = inhibitors of APP translation via 5'UTR reporter, primary screen, APP 5'UTR luciferase, SH-SY5Y cells. SH-SY5Y APP 5'UTR-luciferase reporter, luminescence. inhibition, % at 2 µM. actives 0.82% (n = 190,000). AID 1285, 2008;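 active means inhibition above a set limit, derived from the sample mean plus 3 SD, cut at about 45% in these data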; further: values of inactives mirror those of a sister screen read the other way
FLuc inhib CS = firefly luciferase enzyme inhibitors, primary screen, artefact control for luciferase-based inhibitor screens, biochemical, luminescence, ATPLite | inhibition, % at 10 µM | actives 1.5% (n = 200,000) | Luciferin 4-monooxygenase (Photinus pyralis), P08659 | 10 min | AID 1006, 2008;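 active means inhibition above about 50% when tested at 10 µM, limit read from the data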
Target sequence (P08659 whole entry, looked up): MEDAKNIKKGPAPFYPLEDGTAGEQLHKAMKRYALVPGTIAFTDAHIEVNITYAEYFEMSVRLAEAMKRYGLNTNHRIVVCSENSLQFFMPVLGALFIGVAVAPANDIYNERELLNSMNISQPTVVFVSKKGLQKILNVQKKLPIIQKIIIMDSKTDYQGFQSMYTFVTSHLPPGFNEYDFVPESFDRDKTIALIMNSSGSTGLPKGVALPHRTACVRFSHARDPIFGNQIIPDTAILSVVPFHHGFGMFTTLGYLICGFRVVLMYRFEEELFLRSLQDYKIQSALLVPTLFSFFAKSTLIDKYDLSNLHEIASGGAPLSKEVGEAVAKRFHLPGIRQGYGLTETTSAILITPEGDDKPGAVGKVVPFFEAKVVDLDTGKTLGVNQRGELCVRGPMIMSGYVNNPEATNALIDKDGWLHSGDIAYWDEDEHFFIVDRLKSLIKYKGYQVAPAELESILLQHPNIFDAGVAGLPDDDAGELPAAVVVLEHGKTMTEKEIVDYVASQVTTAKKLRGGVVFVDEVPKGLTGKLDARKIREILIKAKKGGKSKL
FLuc stim CS = FLuc activators, initial screening, artefact control for FLuc-dependent activation tests, biochemical, ATPlite luminescence; ATPlite luciferase biochemical, 10 min; 0 = ATP-free wells, 1 = DMSO control; activation factor at 10 µM; 200,000 tested, under 10 active;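 active means luciferase activation factor, scaled between plate controls, of at least 2 with compound at 10 µM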
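Assay system: Luciferase/luciferin reagent mix; Medium: PBS as buffer for the ATP substrate; Dosing: test compounds dosed from 2 mM stocks in 100% DMSO; Times: 10 min, room temperature; Signal: luminescence from luciferase reaction; Read-out: luciferase activation; Controls: No-ATP low control, compound-free enzyme-plus-ATP high control.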
Numbers without * were called inactive; · = no result given.

Every second line gives: NF-kB neuron act, Diaph act CS, APP 5'UTR act, G6PDH counter, TLR4-MyD88 BLA, Diaphorase inh, STAT1 act, APP 5UTR inh, FLuc inhib CS, FLuc stim CS
- Cc1cc(-c2ccccc2)nc(N2CCC(C(=O)NC34CC5CC(CC(C5)C3)C4)CC2)n1
→ 1.08, 0.9, 1.2, 7.4, -12.2, 5.0, 111.8, -1.2, -9.7, 1.1
- CCOc1ccccc1NC(=O)NCCC1=CCCCC1
→ 1.2, 0.9, 0.3, 11.2, -23.5, 14.1, 100.8, -0.3, -3.2, 1
- O=C(CNC(=O)c1ccc(Cl)cc1)OCC(=O)c1ccc2c(c1)OCCO2
→ 0.82, 1, 17.7, 8.4, 2.6, -3.4, 105.5, -17.7, 0.4, 1
- CS(=O)(=O)N(CC(=O)N1CCC(C(N)=O)CC1)C1CCCCC1
→ 1.27, 0.9, -1.4, 9.4, -14.7, 6.2, 92.1, 1.4, -7.4, 1.1
- O=C(COc1ncnc2cc([N+](=O)[O-])ccc12)NC(=O)NC1CCCCC1
→ 0.88, 0.9, 8.8, 1.1, 10.7, 5.0, 85.8, -8.8, -7.1, 1.1
- CCN(CC(=O)Nc1ccc(Cl)c(S(=O)(=O)N(C)C)c1)CC(=O)NC(C)C
→ 1.12, 0.8, 23.4, 7.1, -1.2, 22.2, 96.6, -23.4, -2.1, 1
- FC(F)Oc1ccc(NC(=S)N2CCc3ccccc32)cc1
→ 1.66, 0.9, 21.7, 3.3, -3.4, 8.5, 105.9, -21.7, 2.3, 1
- CC(=O)c1cccc(N=C2C(=O)Nc3ccccc32)c1
→ 0.96, 0.8, -8.1, 4.0, 1.7, 15.1, 90.7, 8.1, 0.7, 1
- COc1cc(/C=N/O)cc(Br)c1OCC(=O)NCc1ccccc1
→ 1.13, 0.9, -7.6, -8.6, -14.6, 12.3, 93.6, 7.6, -0.1, 1
- CC1C(=NO)C(C)C(c2ccccc2)NC1c1ccccc1 (stereo not drawn)
→ 0.81, 0.8, ·, 13.3, 5.8, 21.3, 95.1, ·, -1.7, 1
- O=C(c1cccc(Cl)c1)C1CCCN(C(=O)c2ccoc2)C1 (stereo not drawn)
→ 1.07, 0.9, -12.4, 7.0, -2.6, 11.7, 97.6, 12.4, -3.1, 1
- Cc1cccc(NC(=O)CN2C(=O)NC(C)(c3ccc4c(c3)OCO4)C2=O)c1 (stereo not drawn)
→ 1.12, 0.8, -1.9, -0.2, -1.4, 15.5, 101.0, 1.9, -3.5, 1
- O=C(Nc1ccccc1F)C(=Cc1sc(N2CCOCC2)nc1-c1ccccc1)C(=O)Nc1ccccc1F
→ 1.4, 0.9, -5.7, -39.9, -13.1, 14.5, 99.8, 5.7, -6.8, 1.1
- CC1OC(C)(C)OC1C1CNc2nc(NC(=O)C(C)(C)C)[nH]c(=O)c2N1C(=O)c1cccnc1 (stereo not drawn)
→ 1.01, 0.9, -9.7, -3.3, 11.1, 9.3, 96.8, 9.7, -6.4, 1.1
- CCCCOc1nc2ccccc2nc1C(C#N)C(=O)NC1CCCCC1 (stereo not drawn)
→ 0.95, 0.8, 10.6, -33.4, 3.2, 16.9, 102.2, -10.6, -12.6, 1.1
- Cc1oc(-c2ccccc2)cc1C(=O)Nc1ccc(N(C)C)cc1
→ 1.08, 0.9, -0.1, 14.1, 0.6, 11.9, 99.2, 0.1, -5.6, 1.1
- CCOC(=O)C1CCN(CCC(=O)Nc2cccc(Cl)c2)CC1
→ 1.07, 0.9, 7.7, 6.9, 4.7, 6.9, 98.8, -7.7, 0.0, 1
- CC(C(=O)Nc1ccc(C(=O)O)cc1)N1C(=O)c2ccccc2C1=O (stereo not drawn)
→ 1.15, 0.9, 14.7, 4.5, -3.2, 9.4, 98.7, -14.7, -4.2, 1
- CN(C)S(=O)(=O)Oc1ccccc1C(=O)Nc1ccccc1Cl
→ 0.98, 0.8, -10.6, 7.9, -8.3, 21.6, 91.9, 10.6, -4.3, 1
- COc1ccc(C)cc1S(=O)(=O)N1CCCCC1
→ 1.08, 0.9, ·, 0.5, 10.9, 5.1, 89.6, 23.8, -6.8, 1.1
- CCN1C(=O)/C(=C\N2CCCCCC2)SC1=S
→ 1.67, 0.8, 26.8, -0.4, -0.1, 24.4, 112.3, -26.8, -1.1, 1
- CCCCOc1ccccc1C(=O)NCCCC(=O)O
→ 1.12, 0.9, -0.1, 1.9, 6.2, 13.7, 106.2, 0.1, -3.2, 1
- Cc1ccc(-c2cc(C(F)F)n3ncc(C(=O)N4CCCc5ccccc54)c3n2)cc1
→ 1.04, 0.8, 2.3, 3.2, 8.4, 18.2, 103.4, -2.3, -4.3, 1
- Cc1ccsc1C(=O)OCc1csc(-c2ccccc2)n1
→ 9.41*, 0.9, 195.3*, 7.4, 13.2, 6.1, 99.4, -195.3, 47.8, 0.5
- O=C1N=c2ccccc2=C1c1sc(NS(=O)(=O)c2ccccc2)nc1O
→ 1.34, 1.1, -2.8, 8.5, -15.2, -10.6, 93.6, 2.8, 19.9, 0.8
- CN1CCN(NC(=O)Nc2cccc(Cl)c2Cl)CC1
→ 0.88, 1, -1.6, -3.1, 7.8, -2.3, 106.5, 1.6, -2.4, 1
- COc1ccc(OC)c(CNC(=O)C2CCN(C(=O)N(C)C)CC2)c1
→ 0.98, 0.9, -14.6, -6.4, -1.8, 12.3, 93.5, 14.6, -7.4, 1.1
- CC(C)NS(=O)(=O)c1ccc(CCC(=O)NCc2cccnc2)cc1
→ 1.35, 0.9, 3.5, 5.2, -3.0, 10.0, 93.9, -3.5, -2.5, 1
- CCOC(=O)c1nnn(-c2nonc2N)c1-c1ccccc1
→ 1, 0.9, -11.7, 4.9, 4.6, 7.8, 93.7, 11.7, -9.0, 1.1
- C=CCOC(=O)C1=C(C)N=C2SCCC(=O)N2C1/C=C/c1ccccc1 (stereo not drawn)
→ 0.84, 1, 5.1, 3.0, 0.1, -3.5, 103.3, -5.1, -4.1, 1

3 compounds from above, sorted by number of heavy atoms, rising:
Every second line gives: NF-kB neuron act, Diaph act CS, APP 5'UTR act, G6PDH counter, TLR4-MyD88 BLA, Diaphorase inh, STAT1 act, APP 5UTR inh, FLuc inhib CS, FLuc stim CS
- CCOC(=O)c1nnn(-c2nonc2N)c1-c1ccccc1
→ 1, 0.9, -11.7, 4.9, 4.6, 7.8, 93.7, 11.7, -9.0, 1.1
- CS(=O)(=O)N(CC(=O)N1CCC(C(N)=O)CC1)C1CCCCC1
→ 1.27, 0.9, -1.4, 9.4, -14.7, 6.2, 92.1, 1.4, -7.4, 1.1
- Cc1ccc(-c2cc(C(F)F)n3ncc(C(=O)N4CCCc5ccccc54)c3n2)cc1
→ 1.04, 0.8, 2.3, 3.2, 8.4, 18.2, 103.4, -2.3, -4.3, 1

Additional entries:
Every second line gives: NF-kB neuron act, Diaph act CS, APP 5'UTR act, G6PDH counter, TLR4-MyD88 BLA, Diaphorase inh, STAT1 act, APP 5UTR inh, FLuc inhib CS, FLuc stim CS
- Cc1cc(C)n(-c2ccc(C(=O)N3CCc4ccccc43)cc2)n1
→ 1.62, 0.9, 17.3, 14.7, -4.1, 10.2, 118.9, -17.3, 4.9, 1
- O=C1C(N2CCOCC2)=C(n2nnc3ccccc32)C(=O)c2ccccc21
→ 0.18, 0.7, -29.1, 60.7*, -7.5, 25.4, 99.1, 29.1, 3.3, 1
- O=C(NCc1cccnc1)C(=O)NCC(c1ccco1)N1CCN(c2ccc(F)cc2)CC1 (stereo not drawn)
→ 1.06, 1, -7.1, -2.2, -5.2, -2.5, 104.7, 7.1, -1.9, 1
- CC(NC(=O)C12CC3CC(CC(C3)C1)C2)C(=O)N/N=C/C1=C(N2CCOCC2)C(=C\c2ccccc2)/CC1 (stereo not drawn)
→ 1.17, 0.8, -8.6, 6.0, 3.4, 18.4, 99.0, 8.6, -5.2, 1.1
- CCOc1ccc(NC(=O)Cc2cccc3ccccc23)c([N+](=O)[O-])c1
→ 0.95, 0.8, 11.0, -12.5, -9.4, 18.5, 97.5, -11.0, -5.3, 1.1
- O=C(Nc1cc(C(F)(F)F)ccc1N1CCOCC1)c1ccc2ccccc2n1
→ 1.07, 0.7, 30.2, 3.3, -4.1, 30.7, 100.6, -30.2, -4.1, 1
- COc1ccc(OC)c(C2C(C#N)=C(N)Oc3cc(C)n(Cc4ccccn4)c(=O)c32)c1 (stereo not drawn)
→ 1.05, 0.8, 9.7, 2.6, -2.9, 15.9, 100.4, -9.7, -1.3, 1
- CCOC(=O)N1CCN(Cc2c(F)cccc2Cl)CC1
→ 1.1, 1, -6.3, 6.3, 1.7, 4.3, 108.5, 6.3, -6.6, 1.1
- COc1cc(C(=O)O/N=C(\N)c2ccc([N+](=O)[O-])cc2)cc(OC)c1OC
→ 1.25, 0.9, -2.7, -2.4, -18.1, 11.4, 104.2, 2.7, -7.8, 1.1
- FC(F)(F)c1cc(Cl)c2nnc(-c3cccnc3)n2c1
→ 1.2, 0.9, -10.4, 3.3, -7.7, 8.3, 99.6, 10.4, -3.9, 1
- COC(=O)c1ccc(NC(=O)C2CCCN(S(=O)(=O)c3cnc[nH]3)C2)cc1 (stereo not drawn)
→ 1.17, 1, -0.2, 0.7, 2.6, -2.0, 97.8, 0.2, 0.8, 1
- O=C(Nc1ccc([N+](=O)[O-])cc1)c1ccccc1F
→ 2.47, 0.9, 62.1, 5.3, 6.6, 14.4, 137.7*, -62.1, 11.6, 0.9
- O=C(Cc1ccccc1[N+](=O)[O-])N1CCN(c2ccc(F)cc2)CC1
→ 1, 0.8, 14.3, 3.7, -5.2, 15.1, 102.7, -14.3, -3.9, 1
